# Screens: PubChem, several laboratories
# MEKK2 WT-MEK5: raises or lowers MEK5 binding to wildtype human MEKK2 PB1 domain; actives 1.1% (n = 290,000); Q9Y2U5; bead flow cytometry, Alexa488-MEK5 binding to MEKK2 WT; actives lie on both sides; binding response (% of control), % at 10 µM; in the data active = binding response below about 67% or above about 130%
# GPR7 antagonist: antagonists of human GPR7 (neuropeptides B/W receptor 1); inhibition, % at 4.4 µM; actives 1.1% (n = 290,000); P48145; GPR7-expressing cells, fluorescence antagonist assay; in the data active = inhibition above about 16%, passing the limit was not always enough;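 also: cells stimulated with the agonist NPW; 0% = agonist with vehicle and 100% = vehicle without agonist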
# OXTR ag: activates the human oxytocin receptor; P30559; CHO-OTR cells, Fluo-8 calcium fluorescence; normalized: DMSO 0%, oxytocin 100%; activation, % at 3 µM; actives 0.32% (n = 320,000); AID 2435;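 active = activation above the mean of all tested compounds plus 3 SD, cutoff set per screening run, cut at about 20% in these data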;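 also: peak over basal fluorescence ratio from a 100 s FLIPR kinetic read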
# GalR3 antag: antagonists of human GalR3; HEK293 GalR3-CNG cAMP membrane potential fluorescence; galR3 body fused to GalR1 C-terminus; inhibition, % at 3 µM; actives 0.44% (n = 360,000);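 active = inhibition above the screen-wide average plus 3 SD, cut at about 13% in these data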;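 also: forskolin and galanin both at EC90 stimulate the cells; cAMP rise reported by CNG channel membrane potential dye signal; 0% = forskolin plus galanin with DMSO and 100% = forskolin alone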
# Target sequence (O60755 1-299 limits assumed): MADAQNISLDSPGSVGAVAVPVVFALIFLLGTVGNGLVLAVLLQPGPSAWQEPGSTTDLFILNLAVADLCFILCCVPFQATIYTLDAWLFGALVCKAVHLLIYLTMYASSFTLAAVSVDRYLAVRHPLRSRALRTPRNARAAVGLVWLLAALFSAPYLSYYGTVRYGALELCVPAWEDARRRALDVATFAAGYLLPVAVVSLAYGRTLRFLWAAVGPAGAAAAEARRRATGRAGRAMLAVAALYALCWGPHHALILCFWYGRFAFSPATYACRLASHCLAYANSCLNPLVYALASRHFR
# PHOSPHO1 inh: PHOSPHO1 (human) inhibition. Q8TCT1. inhibition, % at 13.3 µM. recombinant PHOSPHO1, absorbance phosphatase assay. actives 1.1% (n = 290,000); in the data active = inhibition above about 60%
# Target sequence (Q8TCT1 whole entry, looked up): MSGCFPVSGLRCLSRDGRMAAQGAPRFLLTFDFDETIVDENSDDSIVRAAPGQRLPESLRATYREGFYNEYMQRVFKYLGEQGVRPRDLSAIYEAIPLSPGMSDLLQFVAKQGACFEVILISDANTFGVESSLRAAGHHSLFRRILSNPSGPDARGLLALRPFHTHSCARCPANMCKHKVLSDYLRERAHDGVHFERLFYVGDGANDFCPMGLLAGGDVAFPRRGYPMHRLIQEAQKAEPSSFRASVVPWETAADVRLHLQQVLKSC
# V1aR counter: activates human V1a receptor in oxytocin agonist counter-screen; CHO-V1R cells, Fluo-8 calcium fluorescence, agonist mode; 0% DMSO, 100% 3 nM vasopressin; activation, % at 3 µM; actives 0.25% (n = 320,000); AID 2797;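 active = activation above the mean activation of all tested compounds plus 3 SD, per screening run, cut at about 20% in these data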;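 also: signal is peak over basal fluorescence ratio across a 100 second FLIPR read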
# Target sequence (P37288 whole entry, looked up): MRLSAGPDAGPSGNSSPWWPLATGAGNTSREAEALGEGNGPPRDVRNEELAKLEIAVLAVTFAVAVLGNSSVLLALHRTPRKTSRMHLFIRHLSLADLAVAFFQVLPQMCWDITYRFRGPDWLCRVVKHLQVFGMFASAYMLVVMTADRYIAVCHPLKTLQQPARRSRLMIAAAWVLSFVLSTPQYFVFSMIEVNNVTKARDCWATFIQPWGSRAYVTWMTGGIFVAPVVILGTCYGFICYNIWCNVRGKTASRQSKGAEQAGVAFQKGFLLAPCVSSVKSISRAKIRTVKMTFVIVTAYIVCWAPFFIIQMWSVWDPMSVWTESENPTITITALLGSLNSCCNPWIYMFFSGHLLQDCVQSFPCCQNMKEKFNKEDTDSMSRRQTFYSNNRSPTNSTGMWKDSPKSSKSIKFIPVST
# MEKK3 PB1 HTS: MEKK3-MEK5 PB1 interaction, increase or decrease | Q99759 | binding response (% of control), % at 10 µM | AID 1529 | actives 1.4% (n = 290,000) | bead-based flow cytometry, Alexa488-MEK5 binding to MEKK3; actives lie on both sides; 0 = blocked by unlabeled MEK5, 100 = vehicle;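 active = binding response more than 3 SD above or below the average of its plate-row segment, actives on both sides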;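 also: Alexa488 bead fluorescence after subtracting the streptavidin-only scavenger bead signal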
# MEKK2mut PB1 HTS: signal of MEK5 binding to mutant human MEKK2 PB1 domain; bead flow cytometry, Alexa488-MEK5 binding to MEKK2 mutant; percent response, % at 10 µM; actives 0.35% (n = 290,000); AID 1530; in the data active = percent response above about 24%, passing the limit was not always enough; also: inactives centre near 1; some results filed as inactive read as strong as hits; reference of the scale not given here
# NALP1 inh: blocks the NALP1 inflammasome reconstituted in yeast; S. cerevisiae NALP1/ASC/caspase-1 growth, X-gal OD620, 72 h; inhibition, % at 10 µM; actives 0.61% (n = 280,000); AID 2071; in the data active = inhibition mostly above about 24%, no sharp cut-off; inactive = mostly below about 32%; also: some compounds called inactive have numbers as strong as hits
# * marks the source's active call; other numbers are inactive results; . = no result given; [ ] = dose if it differs, or a comment.
SMILES,MEKK2 WT-MEK5,GPR7 antagonist,OXTR ag,GalR3 antag,PHOSPHO1 inh,V1aR counter,MEKK3 PB1 HTS,MEKK2mut PB1 HTS,NALP1 inh
Cc1cccc(NS(=O)(=O)c2c(C)noc2C)c1,80,22,-0.8,0,-15,0.0,85,-12,8
O=C(CN1C(=O)c2ccccc2C1=O)N1CCN=C1c1ccccc1,96,-7,0.1,1,24,0.9,104,17,3
Cc1cc(=O)n2nc(N3CCCC3C(=O)Nc3ccc(C(C)C)cc3)sc2n1 (configuration not stated),108,-1,0.3,.,7,0.8,100,6,-6
O=[N+]([O-])c1cc(C(F)(F)F)ccc1N1CCC(O)CC1,106,-6,0.5,-1,37,2.5,108,6,21
CCOC(=O)Cn1nc(-c2ccccc2)c2cnc3ccc(CC)cc3c21,83,5,-0.3,.,-4,-0.1,85,-6,33
CCCCOc1ccc(C(=O)NNC(=S)NC(=O)CC)cc1,105,8,-1.5,.,-30,-0.3,106,2,-8
Cn1c(=O)c2c(nc(OC/C=C/c3ccccc3)n2C)n(C)c1=O,90,-1,0.0,-2,.,2.6,93,-9,.
COCCn1c(=O)c2ccccc2c2ccccc2c1=O,102,-12,-1.1,-6,51,-0.4,106,3,-30
CCOC(=O)Cc1ccc(NC(=O)c2ccc(C(C)(C)C)cc2)cc1,103,-11,-1.9,-4,12,0.3,105,0,5
COCCCNC(=O)CN(c1ccc(F)cc1)S(=O)(=O)c1ccc2c(c1)OCCO2,95,0,1.1,-8,6,1.8,99,-4,8

# Results in OXTR ag, V1aR counter and GPR7 antagonist, for some of the entries so far:
Structure | OXTR ag | V1aR counter | GPR7 antagonist
Cc1cc(=O)n2nc(N3CCCC3C(=O)Nc3ccc(C(C)C)cc3)sc2n1 (configuration not stated) | 0.3 | 0.8 | -1
CCCCOc1ccc(C(=O)NNC(=S)NC(=O)CC)cc1 | -1.5 | -0.3 | 8

# The listing continues:
SMILES,MEKK2 WT-MEK5,GPR7 antagonist,OXTR ag,GalR3 antag,PHOSPHO1 inh,V1aR counter,MEKK3 PB1 HTS,MEKK2mut PB1 HTS,NALP1 inh
COc1ccc(OCc2n[nH]c(=S)n2-c2ccc(C)cc2)cc1,105,-3,2.1,-2,92*,3.0,107,0,23
COc1ccccc1C(=O)NC(CCSC)C(=O)NNC(=O)c1csc(N2CCOCC2)n1 (configuration not stated),100,-5,-0.3,2,37,-0.8,94,4,8
O=C(NCc1ccc2c(c1)OCO2)c1cc2c(s1)CSC2,99,5,1.8,.,-9,0.5,109,9,29
O=C(N/N=C/c1cccc(Oc2ccccc2)c1)c1ccccc1F,104,0,-0.6,-3,33,-0.4,101,5,24
COc1cccc(NS(=O)(=O)c2ccc3c(c2)n(C)c(=O)c(=O)n3C)c1,99,-8,0.6,-2,40,0.8,102,-1,.
COC(=O)c1nn(-c2ccccc2)c(Sc2ccc(Br)cc2)c1/C=N/O,90,1,-3.0,-2,31,-0.8,96,-6,23
O=C(Nc1ccccc1C(=O)N1CCOCC1)c1ccncc1,95,9,0.9,2,-10,-0.2,98,4,14
COc1ccc(C(=O)NC(=S)N2CCN(c3ccc([N+](=O)[O-])cc3)CC2)cc1,106,3,-0.3,-5,-2,2.1,112,1,16
Cc1cc(=O)oc(C)c1C(=O)NC12CC3CC(CC(C3)C1)C2,101,4,0.3,-4,19,-0.1,98,0,-2
O=C(Cn1cnc2c(nnn2-c2ccccc2)c1=O)N1CCOCC1,114,-10,2.1,.,6,0.6,114,6,.
CS(=O)(=O)CCSc1ncccc1C(=O)NCc1cccs1,102,-3,-0.4,1,-10,-0.5,102,-3,0
O=C(NC(=S)N(CCO)Cc1ccccc1)c1ccc(S(=O)(=O)N2CCCC2)cc1,102,1,-0.6,-4,-41,-0.5,109,0,4
Cc1ccc(CNC(=O)CCc2c(C)nc3c(c(C)nn3-c3ccc(C)cc3)c2C)cc1,97,-15,1.1,9,4,1.5,101,-2,11
Cc1ccc(S(=O)(=O)N2CC(C(=O)O)Oc3ccccc32)cc1 (configuration not stated),101,-10,-0.3,-8,27,-0.6,101,1,7
CSCCC(NC(=O)C1CCC(C)CC1)C(=O)O (configuration not stated),94,-20,0.9,-5,18,-0.1,99,-3,29
Cc1ccc(C(=O)N2CC3(C)CN(C(=O)c4ccc(C)cc4)CC(C)(C2)C3=O)cc1,108,-10,-1.1,-5,-5,-0.6,102,-2,27
COc1ccc(/C(O)=C2/C(=O)C(=O)N(Cc3cccnc3)C2c2ccccn2)cc1 (configuration not stated),106,-2,0.9,-2,-11,-0.4,106,6,12
COC(=O)C1CSC(C(=O)OC)N1C(=O)CN1CCN(c2ccccc2)CC1 (configuration not stated),104,0,-0.1,-4,9,0.4,105,-2,1
CC1CCN(c2ccccc2N)CC1,98,-4,-0.4,-3,10,0.5,100,1,2
Cc1cc2c(NCCc3ccccc3)ncnc2s1,96,18,18,97*,.,11,98,1,.
Cn1c(=O)oc2cc(S(=O)(=O)N3CCN(c4ccccn4)CC3)ccc21,64,26*,0.2,.,-11,0.5,50*[inhibitor],-9,23
CN(CCOc1ccc(Br)cc1)C(=O)CNC(=O)c1ccc2ccccc2c1,99,-9,3.8,-8,40,5.9,103,0,4
COc1ccc(Cl)cc1C(=O)NCCCN1CCOCC1,105,-19,1.3,-5,14,0.7,99,8,9
O=C(N/C(=C\c1ccco1)C(=O)N1CCC(O)CC1)c1ccccc1,101,-5,0.1,-7,23,0.1,103,1,4
O=C(CSc1ccc(Cl)cc1)Nc1ncccn1,96,-3,1.7,2,9,0.7,99,-2,.
C/C(=N\NC(=O)NC1CCCCC1)C1CCCCC1,95,11,-0.6,-3,3,-0.3,91,-4,33
Cc1nn(-c2ccccc2)nc1C(=O)Nc1nnc(C(F)(F)F)s1,91,-12,11,-4,2,8.1,92,-7,6
COc1nsnc1NS(=O)(=O)c1ccc(NC(=S)NC(=O)c2ccncc2)cc1,101,-7,-0.7,1,36,0.7,94,-2,25
CCC(=O)Nc1ccc(C(=O)NCCCn2ccnc2)cc1,108,-8,0.1,-8,48,0.8,104,-1,13
CC(=O)c1cc(C#N)c(Oc2ccc(Cl)cc2Cl)nc1C,103,-1,-2.1,-1,.,0.1,102,14,.
CCCCCCCCOC(=O)C(NC(=O)CCC(=O)Nc1ccc(S(N)(=O)=O)cc1)C(O)c1ccccc1 (configuration not stated),105,-6,0.5,-4,16,0.9,108,9,8
COc1ccc(CCNC(=O)c2ccc(N(C)S(=O)(=O)c3ccccc3)cc2)cc1,98,-16,4.5,-1,33,5.2,99,-1,.
Cc1cc(C)c(S(=O)(=O)N2CCCC2)c(C)c1,94,2,-1.3,-4,19,-0.6,82,-4,14
COc1cccc(-c2nc(CS(=O)(=O)CC(=O)N3CCCCC3)c(C)o2)c1,100,-20,1.2,-3,44,3.0,102,0,-10
CCOc1ccc(NC(=O)CN(c2cc(C)cc(C)c2)S(=O)(=O)c2c(C)noc2C)cc1,99,-11,-1.4,0,-5,-0.8,103,0,14
COc1cccc(OC)c1C(=O)N1CCN(c2c(Cc3ccccc3)c(C)nc3ncnn23)CC1,101,3,-0.9,-6,10,0.5,101,6,3
CCOC(=O)c1cnc2ccccc2c1Nc1cc(C(=O)O)ccc1C,93,-5,-0.2,5,-40,0.8,93,-3,52
CN(c1ccccc1)c1nc(N)c([N+](=O)[O-])c(N2CCCCC2)n1,99,-13,-2.8,-4,20,-1.4,98,6,-4
COC(=O)/C=C1/S/C(=N/NC(=O)c2ccccc2OC)NC1=O,100,8,-1.0,0,2,0.0,103,0,-4
O=c1ccnc(SCn2nnc3ccccc3c2=O)[nH]1,93,-5,0.3,-2,3,-0.5,96,-2,14
Cc1cc(C(=O)COc2ccccc2C(N)=O)c(C)n1C1CC1,97,-4,1.2,-4,7,2.0,91,-51,-6
C=CCSc1nnc(NC(=O)c2ccc(S(=O)(=O)NCC3CCCO3)cc2)s1 (configuration not stated),109,-7,0.3,-5,-10,0.9,105,8,-2
CCOC(=O)N1CCC(NS(=O)(=O)c2ccc(C#N)cc2)CC1,95,-17,-1.7,-1,3,0.6,101,-3,-18
Cc1c(NC(=O)C2CCN(S(=O)(=O)c3cccs3)CC2)c(=O)n(-c2ccccc2)n1C,87,-5,1.0,2,-21,0.3,78,-25,11
COc1cc(S(=O)(=O)Nc2ccc3cn[nH]c3c2)ccc1Cl,103,-9,9.2,-7,-28,6.4,103,6,11
CCCSc1nnc(-c2ccccc2N)c(=O)[nH]1,102,0,-1.2,2,1,-1.0,104,3,3
Cn1ncc(N=Cc2ccccc2[N+](=O)[O-])c1C(N)=O,104,-16,0.4,-4,20,0.2,104,-1,26
CCOC(=O)c1c(NC(=O)COC)sc2c1CCCC2,89,-12,-2.9,-2,7,-0.9,88,-4,11
Cc1c(NC(=O)c2ccc(Cl)s2)c(=O)n(-c2ccccc2)n1C,105,1,0.5,3,-15,0.5,113,0,31
Cc1noc(C)c1C(=O)Nc1nccs1,111,-9,-0.3,2,27,0.8,107,10,2

# Ordered by number of heavy atoms (high to low): some entries from above
SMILES,MEKK2 WT-MEK5,GPR7 antagonist,OXTR ag,GalR3 antag,PHOSPHO1 inh,V1aR counter,MEKK3 PB1 HTS,MEKK2mut PB1 HTS,NALP1 inh
Cc1c(NC(=O)C2CCN(S(=O)(=O)c3cccs3)CC2)c(=O)n(-c2ccccc2)n1C,87,-5,1.0,2,-21,0.3,78,-25,11
C=CCSc1nnc(NC(=O)c2ccc(S(=O)(=O)NCC3CCCO3)cc2)s1 (configuration not stated),109,-7,0.3,-5,-10,0.9,105,8,-2
CCOC(=O)c1cnc2ccccc2c1Nc1cc(C(=O)O)ccc1C,93,-5,-0.2,5,-40,0.8,93,-3,52
CN(c1ccccc1)c1nc(N)c([N+](=O)[O-])c(N2CCCCC2)n1,99,-13,-2.8,-4,20,-1.4,98,6,-4
Cc1cc(C(=O)COc2ccccc2C(N)=O)c(C)n1C1CC1,97,-4,1.2,-4,7,2.0,91,-51,-6
COc1cc(S(=O)(=O)Nc2ccc3cn[nH]c3c2)ccc1Cl,103,-9,9.2,-7,-28,6.4,103,6,11
CCOC(=O)c1c(NC(=O)COC)sc2c1CCCC2,89,-12,-2.9,-2,7,-0.9,88,-4,11
CCCSc1nnc(-c2ccccc2N)c(=O)[nH]1,102,0,-1.2,2,1,-1.0,104,3,3
Cc1noc(C)c1C(=O)Nc1nccs1,111,-9,-0.3,2,27,0.8,107,10,2

# Other entries:
SMILES,MEKK2 WT-MEK5,GPR7 antagonist,OXTR ag,GalR3 antag,PHOSPHO1 inh,V1aR counter,MEKK3 PB1 HTS,MEKK2mut PB1 HTS,NALP1 inh
O=C(COC(=O)c1cc([N+](=O)[O-])ccc1NCCO)c1ccccc1,109,-5,-0.3,-7,0,1.0,100,9,21
COc1ccc(OCCNS(=O)(=O)Cc2ccccc2)cc1,108,-2,-1.1,-4,3,0.2,100,18,40
O=C(CCCc1nc(-c2ccccc2)no1)NCc1cccnc1,98,3,3.7,-8,14,4.6,101,-2,-7
CCOCCCN1C(=O)CN(C2CCC(C)CC2)C(=O)C1c1ccc(C)cc1 (configuration not stated),111,6,-1.2,1,24,0.2,120,0,-7

# An unsorted share of the library; any-hit rate near 5.4%.
